Compound activity deposited in PubChem by Icahn School of Medicine at Mount Sinai.
ROC1-CUL1 inh: inhibitors of human ROC1-CUL1 ubiquitin ligase activity; inhibition, % at 10 µM; in vitro K48 di-Ub FRET, acceptor:donor ratio, 45 min; AID 1347404, 2020; 0.6% of 140,000 active; in the data active = inhibition above about 25%
Target sequence (P62877 whole entry, looked up): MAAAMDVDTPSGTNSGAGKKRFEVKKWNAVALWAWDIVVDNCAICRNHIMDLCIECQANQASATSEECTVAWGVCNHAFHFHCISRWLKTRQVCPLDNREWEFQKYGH
Target sequence (Q13616 whole entry, looked up): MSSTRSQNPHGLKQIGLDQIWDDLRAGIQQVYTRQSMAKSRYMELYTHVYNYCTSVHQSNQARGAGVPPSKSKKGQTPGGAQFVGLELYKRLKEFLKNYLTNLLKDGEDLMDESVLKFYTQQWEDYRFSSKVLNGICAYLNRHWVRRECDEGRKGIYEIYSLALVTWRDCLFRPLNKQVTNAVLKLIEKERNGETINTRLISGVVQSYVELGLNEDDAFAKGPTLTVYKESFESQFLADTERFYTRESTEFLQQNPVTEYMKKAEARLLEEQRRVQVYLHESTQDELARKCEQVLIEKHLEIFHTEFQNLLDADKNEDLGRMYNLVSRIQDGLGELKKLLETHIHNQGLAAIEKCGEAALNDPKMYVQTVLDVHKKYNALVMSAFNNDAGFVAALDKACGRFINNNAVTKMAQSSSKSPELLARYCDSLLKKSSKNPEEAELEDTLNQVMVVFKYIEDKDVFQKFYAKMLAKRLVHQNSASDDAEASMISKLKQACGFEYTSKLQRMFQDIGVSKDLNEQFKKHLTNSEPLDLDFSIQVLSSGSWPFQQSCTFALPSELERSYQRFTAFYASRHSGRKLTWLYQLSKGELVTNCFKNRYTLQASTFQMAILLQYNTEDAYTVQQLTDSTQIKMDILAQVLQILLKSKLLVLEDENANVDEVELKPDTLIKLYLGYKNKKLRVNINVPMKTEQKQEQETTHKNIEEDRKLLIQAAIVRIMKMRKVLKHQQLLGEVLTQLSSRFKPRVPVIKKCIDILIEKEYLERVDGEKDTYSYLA
The depositor's hits bear a star.

SMILES	ROC1-CUL1 inh
COc1ccc(-n2ncc(C(=O)N3CCN(c4ccccn4)CC3)c2C2CCN(C(=O)OC(C)(C)C)CC2)cc1	6.4
Cc1cc(C(=O)N2CCC(CO)(Cc3ccccc3)CC2)nc(C)n1	-12.4
CC1=Nc2nnnn2C(c2ccc(O)cc2)C1C(=O)Nc1ccc(C)cc1C (stereo unspecified)	6.3
CC1CCN(S(=O)(=O)c2cccc(C(=O)c3cccc(S(=O)(=O)N4CCC(C)CC4)c3)c2)CC1	0.2
Cc1ccsc1/C=N/NC(=O)c1cc(-c2ccncc2)nc2ccccc12	2.5
CC(=O)N1CCc2cc(CNC(=O)Nc3cc(Cl)ccc3C)ccc21	-6.4
O=C(c1coc(COc2ccccc2)n1)N1CCN(C2CCCC2)CC1	-5.7
CCc1cc(=O)[nH]c(-c2cccc(CN3CCCC3c3ccccn3)c2)n1 (stereo unspecified)	10.6
CCOC(=O)c1cc(-c2ccccc2)n(CCC(=O)NC2CCCCC2)c1C	9.7
CCN1C(=O)/C(=C/c2ccc(-c3ccc(Cl)c(C(=O)O)c3)o2)C(=O)NC1=S	87.1*
O=C(Nc1cccc(Cl)c1)OC1CC2C=CC1C2 (stereo unspecified)	4.7
O=CN(c1ccccc1)c1ccccc1	-4.0
Cc1ccccc1CCNC(=O)c1ccc2c(c1)nc1n2CCC(C)C1 (stereo unspecified)	-15.1
CC(=O)Nc1c(O)nc(C)[nH]c1=O	5.0
COc1cc2c(cc1NC(=O)c1c(-c3ccccc3)noc1C)oc1ccccc12	-2.4
C=CCNC(=S)Nn1c(C)nc2c(cnn2-c2ccccc2)c1=O	-0.4
Cc1cc(NC(=O)c2cccnc2)cc(-c2nc3cc(Cl)ccc3o2)c1O	-13.9
COc1ccc(-c2nc3ccccc3n3c(-c4cccc(C)c4)c4c(=O)n(C)c(=O)n(C)c4c23)cc1OC	7.0
CCCOc1ccc(C2c3c(n[nH]c3-c3ccc(C)c(C)c3)OC(=N)C2C#N)cc1OC (stereo unspecified)	3.9
Cc1ccc(C(=O)Nc2cccc(-c3nnc(SCC(=O)Nc4ccccc4Cl)n3C)c2)cc1	-9.7
Cc1ccc(C)c(NC(=O)CCn2nc(C)c3c(C)n(-c4ccccc4)nc3c2=O)c1	33.7*
CN(C)c1ccc(-c2nc3nc[nH]c(=O)c3[nH]2)cc1	-1.8
Cc1nc(-c2ccccc2)sc1CCNC(=O)C(=O)Nc1ccc(F)c(Cl)c1	6.4
CCOC(=O)c1c(NC(=O)CSc2nc3c(c(-c4ccsc4)c2C#N)CN(C)CC3)sc2c1CCC2	-6.2
CC(Br)c1nc2ccccc2c(=O)o1 (stereo unspecified)	-0.8
SMILES	ROC1-CUL1 inh
CC(C(=S)N(C)C)C1(O)C2CC3CC(C2)CC1C3 (stereo unspecified)	4.9
Cc1nn(C)c2c1c(C(F)(F)F)cc(=O)n2C(C)C(=O)Nc1ccccc1F (stereo unspecified)	-3.0
COc1ccccc1C(=O)Nc1cc2c(cc1N1CCCCC1)n(C)c(=O)n2C	-0.6
CCOC(=O)c1ccc(N=CC2C(=O)N(c3c(Cl)cc(Cl)cc3Cl)N=C2C)cc1 (stereo unspecified)	2.3
CC1C(=Nc2c([N+](=O)[O-])ccc3nonc23)C(=O)N(c2ccccc2)N1C (stereo unspecified)	-5.7
Cn1c(/C(C#N)=C/c2ccc(Cl)cc2)nc2cccnc21	9.6
Cc1ccc(/C=C/c2onc(C)c2S(=O)(=O)N2CCC(C(=O)NCc3ccc(OC(C)C)cc3)CC2)cc1	-6.1
CCOc1ccc(S(=O)(=O)NC2CC(C)(C)NC(C)(C)C2)cc1C(C)C	7.5
COc1ccc(C(=O)n2nc(-c3ccco3)nc2NCc2cccs2)cc1	-4.7
Cn1nnnc1SCCCNCc1cccc(OCc2ccccc2Cl)c1	-4.0
Cc1cccc(C(=O)Oc2ccc(/C=C3/N=C(c4ccccc4Cl)OC3=O)cc2)c1	6.8
CCCOC(=O)Nc1ccc(S(=O)(=O)Nn2cnnc2)cc1	2.6
Cc1ccc(C2=Nc3ccccc3SC(c3ccco3)C2)cc1 (stereo unspecified)	1.5
COC(=O)c1c(NC(=O)/C(C#N)=C/c2ccccc2)sc2c1C(C(=O)OC)CC2 (stereo unspecified)	6.9
O=C(CCCN1C(=O)c2cccc3cccc(c23)C1=O)Nc1cccc(C(=O)O)c1	5.8
O=C(c1cn(Cc2ccccc2Cl)nn1)N1CCOCC1	-9.1
CC(C)c1n[nH]c2c1CN(C(=O)CCc1cnccn1)CC2	11.2
S=c1[nH]nc(-c2ccccc2)n1-c1ccc(Cl)cc1	-0.4
O=C(c1ccc(Cl)cc1)c1c2c(=O)n(-c3ccc(O)cc3)c(=O)c2cc2c(=O)n(-c3ccc(O)cc3)c(=O)c12	-0.2
Cc1ccc(OCC(=O)N/N=C/c2c(C)nn(-c3ccccc3)c2Cl)c(Br)c1	-5.6
CCOC(=O)C1C(=O)/C(=C/c2ccc(OCc3ccccc3)cc2)SC1=Nc1ccc(OC)cc1 (stereo unspecified)	2.0
CCc1cccc(N=Cc2ccccc2O)n1	-2.0
Cc1cccc(NC(=O)CS(=O)(=O)c2cccc3nsnc23)c1	-6.3
Cc1nc2c(-c3ccccc3)c(C)nn2c(C)c1CCC(=O)NCc1ccccc1	2.9
CCCC(CCC)C(=O)Nc1ccc(-c2nnc(-c3ccco3)o2)cc1	-3.6
SMILES	ROC1-CUL1 inh
COc1ccc2nc(C)c3c(c2c1)OC(C)C3 (stereo unspecified)	-1.8
Cc1cc(CN(C)C(=O)c2coc(COc3cccc(F)c3F)n2)on1	-8.1
Cc1cc(-c2ccc(NC(=O)C3CCCO3)c(C)c2)ccc1NC(=O)C1CCCO1 (stereo unspecified)	0.6
C=CCNC(=O)CN(C)S(=O)(=O)c1ccc(OC)c(OC)c1	3.0
COC(=O)c1c(-c2cccs2)csc1NC(=O)COc1ccccc1	1.3
CCOc1ccc2nc(N3CCCC(C(=O)NCc4ccccc4OC)C3)sc2c1 (stereo unspecified)	2.9
Cc1ccc(C)c(NC(=O)Cn2nc(C)c3nn(-c4ccc(Cl)cc4)c(C)c3c2=O)c1	2.5
CCCCN(CC)CCCNC(=O)c1nn(C)c2c1CSc1ccccc1-2	-0.1
CCOC(=O)CN1C(=O)S/C(=C/c2cc(I)c(OCc3ccccc3F)c(OC)c2)C1=O	-8.2
COC1CCCN(C(=O)CC2(c3ccc(-c4ccccc4)cc3)CC(=O)N(C)C2=O)C1 (stereo unspecified)	2.5
COC(=O)c1c(S(=O)(=O)NCc2ccc(Cl)cc2)sc2c1CCN(C(=O)/C=C/C(C)C)C2	13.6
COc1ccc(O)c(CN2CCN(Cc3cccs3)C(CCO)C2)c1 (stereo unspecified)	5.8
CCN(CC)C(=O)C1CCCN(C2CCN(C(=O)C3CC3)CC2)C1 (stereo unspecified)	0.5
Cc1nn(Cc2cccc(Cl)c2)c2nc(-c3cnn(C)c3)[nH]c12	9.1
CC1CCn2c(nc3cc(C(=O)NCc4ccc(OC(C)C)cc4)ccc32)C1 (stereo unspecified)	-5.8
COC(=O)c1ccccc1NC(=O)C(C)Oc1ccc(F)cc1 (stereo unspecified)	9.8
CCCN1CCC(NC(=O)c2cccc(OC(C)C)c2)CC1	11.8
CCN(CC)C(=O)N=C1C(=O)N(c2ccccc2)N(C)C1C (stereo unspecified)	-1.7
Cc1c(NC(=O)c2cccc3c(Cl)cccc23)cccc1-c1nc2ccccc2o1	0.4
CCCCCCc1cc2cc(-c3nnc(-c4cccc(Cl)c4)o3)c(=O)oc2cc1O	7.3
O=c1c2oc3ccccc3c2n(Cc2ccc(Cl)cc2)c(=O)n1Cc1ccco1	-2.4
OCCN1CCN(CCN2CCCC(c3ccc(F)cc3)c3ccc(F)cc32)CC1 (stereo unspecified)	-15.5
Cc1ccc(NC(=O)c2nnn(Cc3ccccc3)c2N)cc1C	9.3
CC(=O)Nc1nnc(-c2ccccc2SCc2ccccc2)s1	-3.6
Cc1ccc(-c2ccc(S(=O)(=O)Nc3cccnc3)cc2)cc1	2.2
SMILES	ROC1-CUL1 inh
c1ccc2c(c1)oc1c(N3CCOCC3)ncnc12	1.6
CC(=O)c1cccc(Nc2ccc3cc(S(=O)(=O)N4CCCC4)ccc3n2)c1	-3.9
Cc1ccc2c(=O)cc(C(=O)Nc3sc4c(c3C(=O)NCc3cccnc3)CCCC4)oc2c1C	-4.4
Cc1ccccc1C1(CC(=O)N2CCN(c3ccc(F)cc3)CC2)CC(=O)N(CCN(C)C)C1=O (stereo unspecified)	3.5
CCOC(=O)c1cccc(NC(=O)COc2ccccc2)c1	-1.9
COc1ccc(-c2cccc(NS(=O)(=O)c3cc(C(F)(F)F)ccc3Cl)c2)nn1	-3.8
CCn1ncc(CN2CCc3[nH]nc(-c4cccc(F)c4)c3C2)c1C	11.6
O=C1NC(=S)S/C1=C\N1CCOCC1	5.9
CC1=C(C#N)C(=O)N(CCc2ccccc2)C(=O)C1C=NC(=O)Nc1ccccc1Br (stereo unspecified)	6.3
CCc1cc(=O)[nH]c(SCc2nc(-c3cccc(Cl)c3)no2)n1	-4.2
CCOC(=O)C1CCN(C(=O)c2ccc3c(c2)sc2nc(-c4ccc(OC)cc4)cn23)CC1	4.0
CCOC(=O)c1c(NC(=O)CSc2nc3ccccc3[nH]2)sc(C)c1C	1.6
CCN(CC)C(=O)CN(C#N)c1nc(NC(C)C)nc(NC(C)C)n1	6.2
CCOC(=O)C1(Cc2ccccc2C)CCCN(C(=O)CN(C)Cc2cccnc2)C1 (stereo unspecified)	6.4
Cc1ccc(C)c(OCCn2cc(C(=O)c3cccs3)c3ccccc32)c1	2.1
O=C1CC(N2CCN(c3ccc([N+](=O)[O-])cc3)CC2)C(=O)N1c1ccc(OC(F)(F)Cl)cc1 (stereo unspecified)	-9.2
CN1c2ccccc2CC1C(C)(C)C (stereo unspecified)	2.1
COC(=O)c1ccccc1NC(NC(=O)c1cccs1)C(=O)c1ccccc1 (stereo unspecified)	-6.1
Cc1oc(-c2cccc(Cl)c2)nc1CN1CCC(C(=O)NC(C)C)CC1	-2.0
Nc1c(C(=O)Nc2ccccc2)nnn1Cc1ccc(F)cc1Cl	1.8
O=S(=O)(Cc1ccc(Cl)cc1Cl)N1CCOCC1	-0.2
CCOC(=O)c1nnc2c(-c3ccccc3)c(C)nn2c1C	-7.1
O=C(O)c1ccc(CNC2CCCCCC2)cc1	-2.1
CCC1CN(Cc2cccc(OC)c2)Cc2cc(OC)ccc2O1 (stereo unspecified)	-0.3
CC(=O)c1cccc(CN2CCCC(CO)(Cc3cccc(Cl)c3)C2)c1 (stereo unspecified)	0.5
SMILES	ROC1-CUL1 inh
COCCNC(=O)CCn1c(=O)[nH]c2cc(OC)c(OC)cc2c1=O	6.0
C=CCSc1nc2c(cc1C#N)CCC2	7.0
Cc1occc1C(=O)N/N=C/c1cccs1	-5.1
CCc1c(C(=O)N2CCN(c3cccc(Cl)c3)CC2)csc1C	4.9
O=S(=O)(c1ccc(C2CCCCC2)cc1)N1CCN(Cc2ccccc2)CC1	6.3
CCn1c(COc2cccc(C)c2)nnc1SCC(=O)Nc1cccc(C(=O)OC)c1	-12.7
Cc1cc(CN2CCCC(CNC(=O)c3cccs3)C2)n[nH]1 (stereo unspecified)	1.7
COCCNC(=O)CN1C(=O)COc2ccc(S(=O)(=O)N3CCCC3)cc21	6.9
CC(=O)N(C)c1ccc(NS(=O)(=O)c2cc(Cl)ccc2Cl)cc1	-4.2
Cc1cccc(CNC(=O)CCCN2C(=O)CCn3nc(-c4cn(C)c5ccccc45)cc32)c1	-0.6
COc1ccc(NC(=O)C2CCCN(S(=O)(=O)C3C(=O)NC(=O)N=C3C)C2)cc1 (stereo unspecified)	0.0
CC(C)CC(=O)NC(=S)Nc1ccc(C(N)=O)cc1	-4.9
COc1cc(Cl)c(NS(=O)(=O)c2ccc(-c3cnc(C4CC4)o3)cc2)c(OC)c1	2.0
CCc1cccc(C)c1NC(=O)CSc1nc2sc3c(c2c(=O)n1C)CCCC3	3.0
CCN(CC)C(=O)c1ccc(N)cc1	4.9
CCCN=C1CC(c2ccccc2)CC(=O)C1C(=O)CCC (stereo unspecified)	-3.6
Cn1c(Sc2ncccn2)cc(=O)n(C)c1=O	13.6
CCOc1ccc(C2NC(=O)N(C)C(C)=C2[N+](=O)[O-])cc1OC (stereo unspecified)	-1.7
Cc1ccc(S(=O)(=O)c2nc(-c3ccc(F)cc3)oc2N(C)C)cc1	2.8
CCCn1c2ccccc2c2cnn(CC(=O)NC(C)CC)c(=O)c21 (stereo unspecified)	-5.2
COc1ccc(-c2[nH]nc3c2C(c2ccc(N4CCOCC4)cc2)C(C#N)C(=N)O3)cc1 (stereo unspecified)	-2.0
COc1ccccc1CNC(=O)CCC1N=C2c3ccccc3N=C(SCc3ccc(C)cc3C)N2C1=O (stereo unspecified)	-1.8
O=C1O[C@@H]2CN(C/C=C/c3ccccc3)C[C@@H]2N1Cc1ccccn1	12.1

An excerpt (hit frequency here may not be typical).
